From PubChem BioAssay
GASC-1 inh: blocks human GASC-1 demethylase activity; Q9H3R0; GST-JMJD2C(1-420) H3K9me3 demethylation, DELFIA europium; inhibition, % at 2.35 µM; hit rate 0.069% among 330,000; AID 2099;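 active = more than half of a compound's replicate wells show inhibition beyond 50%, single wells judged on their own value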;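 also: signal counts dimethyl H3K9 product captured on neutravidin plate; 0% = median of DMSO wells and 100% = 0.3 times that DMSO median; strong numbers were not always called active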
CTSL1 counter: counter-screen for PFM18AAP inhibitors: inhibitors of F. hepatica cathepsin L1; recombinant F. hepatica cathepsin L1, Z-Leu-Arg-MCA fluorescence; inhibition, % at 5.96 µM; hit rate 0.49% among 300,000; AID 1906;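 active = inhibition above the mean of all tested compounds plus 3 SD, set per screening campaign, cut at about 17% in these data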;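 also: 0% = plate median of test compound wells and 100% = 1 µM Z-Phe-Ala-diazomethylketone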
PP1 counter: counter-screen for PP5 inhibitors: inhibitors of human PP1-alpha. P62136. AID 2235. inhibition, % at 6.7 µM. hit rate 0.9% among 320,000. purified PP1alpha, OMFP fluorescence;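 active = inhibition above the mean inhibition of all tested compounds plus 3 SD, computed separately for each screening campaign, cut at about 15% in these data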
Yeast superoxide: caloric restriction mimetics inhibiting age-related superoxide in yeast; hit rate 0.18% among 330,000; superoxide response (% of plate mean), % at 10 µM; S. cerevisiae aged cells, superoxide DHE fluorescence; active compounds read low;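 active = superoxide response under a set limit, about three screen SD below normal, cut at about 65% in these data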;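 also: yeast aged for seven days with compound at 30 °C before DHE staining; 100% = average MFI of all compound-treated wells on the plate with controls excluded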
PP5 primary: inhibitors of human protein phosphatase 5 (PP5) | P53041 | purified PP5c, OMFP substrate fluorescence | inhibition, % at 6.7 µM | hit rate 0.18% among 320,000;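 active = inhibition above the campaign's mean inhibition across all tested compounds plus 3 SD, cut at about 9.5% in these data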;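 also: 0% = DMSO only and 100% = 100 µM cantharidin control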
HCV core dimer: HCV core protein dimerization inhibition; TR-FRET GST/Flag-core106 dimerization, 1536-well; inhibition, % at 5 µM; hit rate 0.33% among 300,000;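 active = inhibition above the mean of all tested compounds plus 3 SD, set per screening campaign, cut at about 45% in these data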
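test system = GST/Flag-tagged HCV core106 proteins | probe or stimulus = Eu donor and XL665 acceptor anti-tag antibodies | times = compound-protein-antibody incubation 4 h at 22.5 °C | signal = TR-FRET, excitation 340 nm, emission 617 and 671 nm | measure = percent inhibition of core106 dimerization signal | controls = wells lacking GST-core106 and wells with excess unlabelled core106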
EBNA-1 inh: blocks EBNA-1 binding to DNA | EBNA-1 DNA binding, fluorescence polarization | inhibition, % at 14.8 µM | hit rate 0.34% among 300,000; in the data active = inhibition above about 28%
ZTA DNA inh: ZTA (EBV) inhibition in EBNA-1 counter-screen; AID 2234; hit rate 0.15% among 320,000; P03206; ZTA-DNA binding, fluorescence polarization; inhibition, % at 11 µM; in the data active = inhibition above about 33%
TPT1 inhibitor: blocks Candida albicans tRNA 2'-phosphotransferase; recombinant caTPT1, FP RNA substrate dephosphorylation; inhibition, % at 5 µM; AID 1962; hit rate 0.81% among 300,000;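 active = inhibition above the mean of all tested compounds plus 3 SD, set per screening campaign, cut at about 24% in these data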;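 also: plate controls were DMSO alone for no effect and ferristatin control at 100 nM for full effect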
* = called active by the depositor; i = inactive; . = no result given; & = joins results of further samples.

SMILES	GASC-1 inh	CTSL1 counter	PP1 counter	Yeast superoxide	PP5 primary	HCV core dimer	EBNA-1 inh	ZTA DNA inh	TPT1 inhibitor
CCCCCCCCCCCC(=O)c1c(O)cccc1O	-3	-5	-5	94	4.4	1	3	-10	-3
Cc1cccc2cc(CN(CC3CCCO3)C(=O)c3ccco3)c3nnnn3c12 (configuration not stated)	-3	-8	-1	86	3.0	-11	-10	-23	-1
COc1ccc(CCNC2CCC(c3ccccc3)CC2)cc1 (configuration not stated)	i	-3	-6	98	4.7	-3	-6	-10	-2
CN(C)CCCNCCCNC(=O)/C=N/O	-2	0	0	93	2.2	-7	15	3	0
COc1cccc(NC(=O)c2cccc(C(=O)Nc3cccc(OC)c3)c2)c1	5	0	-1	105	2.0	-8	9	3	-2
O=C(CCn1ccc2cc(S(=O)(=O)N3CCCC3)ccc21)NCc1cccc(F)c1	-32	8	0	103	-0.5	0	-9	14	3
C=CCNC(=S)N/N=C/c1ccc(-c2ccc(OC)cc2)o1	14	5	3	79	4.0	-15	2	-23	-1
Cc1ccccc1NC(=O)CCCCC(=O)Nc1ccccc1C	-3	-3	-2	96	2.0	0	7	-2	1
Cc1ccc(S(=O)(=O)NNC(=O)Nc2cccc3ccccc23)cc1	1	8	-2	98	1.1	1	0	4	-1
O=[N+]([O-])c1ccc(Sc2nccn2Cc2ccccc2)c([N+](=O)[O-])c1	-4	2	-5	107	-2.5	1	11	18	-2
Cc1cc(C(=O)COC(=O)CNS(=O)(=O)c2ccc3ccccc3c2)c(C)n1-c1ccccc1	-9	-22	13	101	2.3	6	8	7	2
Cc1cc(C)n(Cc2ccc(C(=O)NN)o2)n1	-5	5	-2	99	-1.0	-2	-9	-12	0
CCC(C)(C)n1nnnc1C(C(C)C)N(CCCO)Cc1cc2cc(C)ccc2[nH]c1=O (configuration not stated)	2	2	0	105	3.1	6	-7	7	-2
Cc1ccc(CCN2CC(C(=O)NCCCOC(C)C)CC2=O)cc1 (configuration not stated)	-3	-2	-1	107	0.4	3	-3	7	1
O=C(O)CCCCCNc1nc2ncn(Cc3ccccc3)c2c(=O)[nH]1	-6	0	1	81	0.4	1	-5	-2	0
Cc1cccc(S(=O)(=O)NCCc2ccccc2)c1	-4	5	0	107	0.6	5	-2	15	-1
COc1ccc(-c2c(NC(=O)c3ccco3)n(C)c3ccccc3c2=O)cc1	6	6	-1	103	-0.1	-2	2	4	1
N#Cc1cnc(Nc2ccc(F)cc2)nc1N	23	-4	0	95	1.1	-3	-2	1	-1
Cc1nnsc1C(=O)N1CCCC(N2CCN(c3ccc(F)cc3)CC2)C1 (configuration not stated)	4	0	0	106	-0.5	-5	1	6	-1
COc1ccc(CC(=O)NNC(=O)c2ccncc2)cc1	6	6	1	102	1.3	6	4	15	-1
CCOC(=O)C1CCN(S(=O)(=O)c2cc(F)ccc2OC)CC1	0	-3	-1	104	2.0	1	0	20	-3
CCOc1ccc(NC(=O)CSc2nc3ccccc3c(=O)n2CCCC(=O)N2CCCC2)cc1	-29	2	-3	103	-3.2	4	8	8	1
O=C(N1CCN(c2ncccn2)CC1)C12CC3CC(CC(C3)C1)C2	118	3	-2	110	-0.8	-3	8	-6	-4
CCc1ccc2c(CC(=O)NNC(=O)c3ccncc3)coc2c1	.	.	-1	110	0.2	.	.	-7	.
CCN1CCN(c2ncnc3c2cnn3-c2ccc(C)cc2C)CC1	5&-4	-2	1	90	1.7	-19	0	9	1
(list continues)
SMILES	GASC-1 inh	CTSL1 counter	PP1 counter	Yeast superoxide	PP5 primary	HCV core dimer	EBNA-1 inh	ZTA DNA inh	TPT1 inhibitor
Cc1cc(C)c(NC(=O)c2cccc3c2C(=O)N(C2CCCCC2)C3)c(C)c1	1	0	1	145	4.0	13	-6	6	3
CCCCCCc1cc2cc(C(N)=O)c(=N)oc2cc1O	-16	2	12	80	-0.9	7	14	3	67*
Cc1onc(-c2ccccc2)c1CNS(=O)(=O)c1cccc(Cl)c1	-1	-4	-2	96	-0.5	3	0	2	-1
COc1cc2[nH]c(=O)n(CCCCCC(=O)NCCc3c[nH]c4ccccc34)c(=O)c2cc1OC	-9	2	-3	90	0.7	-4	-6	5	0
CCOC(=O)NNc1cc(C(F)(F)F)ccn1	-4	-4	-5	100	2.2	-5	4	-8	-4
Cn1c(=O)c2c(nc(N/N=C/c3ccncc3)n2Cc2ccccc2)n(C)c1=O	7	0	-1	97	-0.9	1	-6	-15	2
NC(=O)CN1CCN(S(=O)(=O)c2ccc(Br)cc2)CC1	9	-2	-1	128	0.7	-2	-9	-8	-1
CC(C)(C)c1ccc(C(=O)NC(=S)NCc2ccco2)cc1	6	2	-5	100	-2.4	0	9	4	0
Brc1ccsc1/C=N/Nc1ccccc1	-2	2	3	96	5.7	-14	-4	-3	-5
Cc1nn(CC(=O)Nc2cc(S(=O)(=O)N(C)C)ccc2Cl)c(C)c1[N+](=O)[O-]	7	2	0	106	2.3	-13	-6	9	2
Cn1c(=O)n(C)c2cc(N3CCCCC3)c(NC(=O)c3ccccc3)cc21	6	-1	-3	111	0.2	0	-6	2	0
O=c1cc(CN2CCN(Cc3ccccc3)CC2)c2ccc(O)c(O)c2o1	9	-6	-1	96	0.7	-1	25	20	-2
C=CCNC(=O)/C(=C/c1cccc([N+](=O)[O-])c1)NC(=O)c1ccccc1	-19	-4	-6	119	-6.2	-7	3	-6	-2
CCn1nnnc1SCC(=O)c1ccc(C)cc1	-2	2	-1	102	-0.2	-4	5	15	1
COC(=O)c1sc(NC(=O)CSc2n[nH]c(N)n2)c(C(=O)OC)c1C	-7	0	-7	90	-0.3	8	-4	-1	0
O=C(CN1CCCCCC1=O)N1CCN(S(=O)(=O)c2cccs2)CC1	-20	-3	-1	87	1.3	10	5	13	-3
O=C1CC(c2ccccc2)CC(O)=C1C=Nc1ccc(Cl)cc1 (configuration not stated)	-25	-6	-3	100	-1.3	8	5	1	-1
CC(C)(C)NC(=O)C(c1ccc(F)cc1)N(Cc1ccco1)C(=O)Cn1nnc(-c2cccs2)n1 (configuration not stated)	3	-1	2	98	0.8	16	-1	2	-5
O=[N+]([O-])c1ccc(Sc2cccc3cccnc23)cc1	-7	-1	0	86	7.4	1	-5	13	-2
O=Nc1c(-c2ccccc2)[nH]n(-c2ccccc2)c1=O	1	3	5	83	3.2	-16	1	-2	3
O=C(O)C1C2C=CC(O2)C1C(=O)Nc1ccc(S(=O)(=O)Nc2ccccc2)cc1 (configuration not stated)	18	-4	-2	77	1.4	3	3	-6	0
Clc1ccc(-c2csc(N/N=C\c3cccnc3)n2)cc1	9	7	4	100	1.0	1	4	17	4
Cn1c(-[n+]2c(-c3ccccc3)cc(-c3ccccc3)cc2-c2ccccc2)nc2cc([N+](=O)[O-])ccc21	0	4	1	113	1.3	-10	-3	-15	-2
CCOC(=O)C1Sc2[nH]c(=O)sc2C(c2ccc(Cl)cc2)C1C(=O)OCC (configuration not stated)	13	8	0	94	2.2	21	15	13	-5
CN(C(=O)COC(=O)c1ccc(Cl)nc1)C1CCS(=O)(=O)C1 (configuration not stated)	-3	-7	1	97	-0.5	2	-1	19	1

Complete entries as entered above.
NC(=O)CN1CCN(S(=O)(=O)c2ccc(Br)cc2)CC1 reads GASC-1 inh: 9; CTSL1 counter: -2; PP1 counter: -1; Yeast superoxide: 128; PP5 primary: 0.7; HCV core dimer: -2; EBNA-1 inh: -9; ZTA DNA inh: -8; TPT1 inhibitor: -1
O=C(O)C1C2C=CC(O2)C1C(=O)Nc1ccc(S(=O)(=O)Nc2ccccc2)cc1 (configuration not stated) reads GASC-1 inh: 18; CTSL1 counter: -4; PP1 counter: -2; Yeast superoxide: 77; PP5 primary: 1.4; HCV core dimer: 3; EBNA-1 inh: 3; ZTA DNA inh: -6; TPT1 inhibitor: 0

The listing continues.
SMILES	GASC-1 inh	CTSL1 counter	PP1 counter	Yeast superoxide	PP5 primary	HCV core dimer	EBNA-1 inh	ZTA DNA inh	TPT1 inhibitor
O=C(CCN1C(=O)/C(=C\c2cccs2)SC1=S)NC1=NCCS1	-5	2	-1	87	2.8	3	7	8	-2
Cc1ccc([N+](=O)[O-])c(OCC(=O)OCC(=O)c2ccccc2)c1	1	-21	-8	114	3.5	7	1	4	2
Cc1ccc2cc3cc(C(=O)N4CC(C)CC(C)C4)oc3nc2c1 (configuration not stated)	5	1	-2	114	1.9	8	-1	-8	-2
COc1ccc(S(=O)(=O)N2CCC(C(=O)NCc3ccccc3)CC2)cc1OC	5	0	-1	99	-0.6	2	2	-9	-2
CC(C)(C)NC(=O)Cn1cnc([N+](=O)[O-])n1	-15	1	-2	111	2.8	6	-4	-9	3
CCOC(=O)C1=C(C)N(C)C(=S)NC1c1ccc(Cl)cc1 (configuration not stated)	-3	2	2	92	-0.1	6	4	-3	-1
O=C1Cc2ccccc2Sc2ccc(Cl)cc21	-2	1	-1	109	3.8	-3	-8	-4	-2
O=C(O)/C(=C\c1ccco1)NC(=O)c1ccccc1	-9	-3	2	111	1.1	-7	-5	-16	-4
COc1cc(C(=O)N(c2ccc(C)c(C)c2)C2C=CS(=O)(=O)C2)cc(OC)c1OC (configuration not stated)	41	3	-6	89	-0.1	-5	-5	-5	2
CSCCC(NC(=O)c1ccco1)C(=O)N1CCN(Cc2ccccc2)CC1 (configuration not stated)	-3	11	-9	115	0.8	-1	5	-8	0
CCOc1cc(-c2cc(N)n[nH]2)cc(OCC)c1OCC	2	-6	-6	113	1.5	7	-9	1	-3
COc1ccccc1S(=O)(=O)Nc1cccc(-c2nnc3n2CCCCC3)c1	3	-1	0	111	2.9	5	-14	-6	4
CCC(CC)NC(=O)c1cc(OC)c(OC)cc1[N+](=O)[O-]	-2	-2	1	101	2.0	1	-1	5	1
O=C1[C@@H]2C3C=CC(O3)[C@@H]2C(=O)N1c1ccccc1	0	-3	-1	99	3.7	-10	4	12	0
COc1ccc2nc(NC(=O)CSc3nc(C)cc(=O)[nH]3)sc2c1	2	2	-1	90	1.7	-1	-5	13	3
CSC(=NC1CCCCC1)NS(=O)(=O)c1ccccc1	-1	-4	-1	104	-1.6	2	1	12	-3
CC1C2CC(C(CN(C)C)/C2=N/O)C1(C)C (configuration not stated)	-4	-1	-3	77	0.3	2	0	-16	0
CCOc1ncccc1C(=O)N1CCN(S(=O)(=O)c2cccs2)CC1	-2	.	1	137	0.4	.	.	-5	.
CCn1cc(CNC(=O)CCc2ccc(OC)cc2)cn1	-11	-3	-3	96	2.3	1	8	4	-1
CSc1nnc(C)c(=O)n1COC(=O)COc1ccc(Cl)cc1	-15	-12	-5	103	0.9	1	0	-5	1
O=C(CSc1nc2ccccc2c(=O)n1CCCN1CCOCC1)Nc1cccc(S(=O)(=O)N2CCCCCC2)c1	3	-3	2	103	4.3	4	0	-9	-2
Cc1ccc(C(=O)NC(=S)NCC2CCCO2)cc1Br (configuration not stated)	-3	4	0	103	-0.3	0	11	0	-1
CCC(=O)O[C@]1(C(=O)CCl)[C@@H](C)C[C@H]2[C@@H]3CCC4=CC(=O)C=C[C@]4(C)[C@@]3(F)[C@@H](O)C[C@@]21C	-17	-2	0	99	2.6	2	-3	-1	0
CCCc1[nH]c2ccc(C#N)cc2c1CCC	6	3	2	95	13*	-3	12	-4	0
COc1ccc(OC)c(NC(=O)C2CCCN2C(=O)OCc2ccccc2)c1 (configuration not stated)	2	2	0	87	3.1	-6	-6	-5	-8
COc1cc2ccccc2cc1C(=O)Nc1ccc(N2CCOCC2)cc1	14	12	-2	110	-0.6	-12	-12	-16	-2
COc1cc2c(cc1OC)C(C)=NC1(CCCCC1)C2	2	-1	-4	107	-0.2	-6	2	0	-2

PP5 primary, hit marks shown above.
| structure | GASC-1 inh | PP5 primary | HCV core dimer | EBNA-1 inh | TPT1 inhibitor |
| --- | --- | --- | --- | --- | --- |
| CCCc1[nH]c2ccc(C#N)cc2c1CCC | 6 | 13* | -3 | 12 | 0 |
